Screening results (PubChem)
GC-A act – GC-A (human) enzyme activation | P16066 | HEK293 GC-A cells, cGMP TR-FRET, EC30 ANP; 0% at EC30 ANP, 100% saturating ANP | activation, % at 10 µM | 370,000 compounds, 0.14% hits | AID 1671463; in the data active = activation above about 40%
FXN GAA850 act – activators of GAA850 frataxin (FXN) promoter | HEK293 lucGAA850 FXN promoter luciferase reporter, 24 h; percent of 10 µM SAHA response | activation, % at 6 µM | 360,000 compounds, 0.56% hits | AID 540364;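 active = activation above the average of all compounds screened plus 3 SD, cutoff fixed separately per campaign, cut at about 7.5% in these data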;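 note: 0% = DMSO wells and 100% = 10 µM SAHA wells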
DAX1 inh-1 – DAX1 (NR0B1) inhibition, primary screen; HEK293T StAR-luciferase reporter, SF-1/DAX-1 repression relief; inhibition, % at 6.8 µM; 370,000 compounds, 1.1% hits; AID 652010;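 active = inhibition above the mean over all tested compounds plus 3 SD, cut at about 3.6% in these data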;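 note: 0% = DAX-1 cells with DMSO and 100% = cells lacking DAX-1 with DMSO; higher inhibition means more luminescence from relief of DAX-1 repression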
hgDAF12 agonist – agonists of H. glycines DAF-12 nuclear receptor. HEK293 GAL4-hgDAF12 UAS-luciferase reporter, agonist luminescence; normalized to butyrate control. AID 687014. activation, % at 6.8 µM. 370,000 compounds, 1.8% hits;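 active = activation above a cutoff set at the mean of all screened compounds plus 3 SD, cut at about 10% in these data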;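 note: 0% = DMSO wells and 100% = sodium butyrate wells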
hcDAF-12 act – activators of H. contortus DAF-12 nuclear receptor; HEK293 hcDAF-12 lit1-tk-luc reporter, luminescence; 0% DMSO, 100% Δ7-dafachronic acid; activation, % at 6.8 µM; AID 652067; 370,000 compounds, 1.4% hits;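 active = activation above the mean of all tested compounds plus 3 SD, cut at about 5.5% in these data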;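 note: 100% = response to 3 µM Δ7-dafachronic acid high control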
PG9 binder – binds the HIV-1 gp120 antibody PG9. TR-FRET gp120-PG9 antibody binding. inhibition, % at 6.7 µM. 360,000 compounds, 0.43% hits. AID 624416; in the data active = inhibition above about 8.5%
ADAM17 inh – inhibitors of human ADAM17; recombinant ADAM17, EDANS/DABCYL FRET peptide cleavage; inhibition, % at 6.95 µM; 370,000 compounds, 0.83% hits; AID 720648;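 active = inhibition above the mean of compounds lying between control limits plus 3 SD, set per campaign, cut at about 8.5% in these data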;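 note: 0% = DMSO-only wells as the low control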
SMARCA2 act – increases SMARCA2 function in MMTV reporter cells | MG213 cells, MMTV-luciferase reporter, dexamethasone, overnight | activation, % at 9.1 µM | 370,000 compounds, 1% hits; in the data active = activation above about 7.8%;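 note: 0% = vehicle wells and 100% = reference activator wells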
ssDAF-12 act – S. stercoralis DAF-12 activation, primary screen; HEK293 ssDAF-12/GRIP1 lit1-tk-luc reporter, luminescence; % of 3 µM dafachronic acid response; activation, % at 6.8 µM; 370,000 compounds, 1% hits;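 active = activation above the mean over all tested compounds plus 3 SD, cut at about 0.9% in these data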;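 note: 0% = DMSO-only wells and 100% = 3 µM delta7-dafachronic acid wells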
DAX1 inh-2 – NR0B1 (DAX1) inhibition; 340,000 compounds, 0.99% hits; HEK293 Gal4-DAX1 luciferase reporter, luminescence; inhibition, % at 6.75 µM; P51843; AID 504766;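 active = inhibition above the mean over all tested compounds plus 3 SD, cut at about 4.2% in these data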;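 note: 0% = DAX1-transfected cells with DMSO and 100% = empty-vector control cells with DMSO; inhibition shows as a rise in luminescence from relieved DAX1 repression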
Target sequence (P51843 207-470 limits assumed): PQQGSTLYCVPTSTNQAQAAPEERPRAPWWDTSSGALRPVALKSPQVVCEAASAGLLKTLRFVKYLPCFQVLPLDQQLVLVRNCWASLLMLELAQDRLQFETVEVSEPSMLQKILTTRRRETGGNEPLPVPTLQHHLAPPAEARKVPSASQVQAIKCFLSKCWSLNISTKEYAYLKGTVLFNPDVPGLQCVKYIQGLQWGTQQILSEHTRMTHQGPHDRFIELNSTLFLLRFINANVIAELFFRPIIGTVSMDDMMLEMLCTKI
ADAM10 inh – ADAM10 inhibition, QFRET primary screen | 370,000 compounds, 0.62% hits | recombinant ADAM10, EDANS/DABCYL FRET peptide cleavage, 3 h | AID 720582 | O14672 | inhibition, % at 7 µM;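 active = inhibition above a per-campaign cutoff equal to the mean of compounds falling between control-based bounds plus 3 SD, cut at about 20% in these data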;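 note: 0% = DMSO wells while the 100% control is not disclosed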
Target sequence (O14672 214-748 limits assumed): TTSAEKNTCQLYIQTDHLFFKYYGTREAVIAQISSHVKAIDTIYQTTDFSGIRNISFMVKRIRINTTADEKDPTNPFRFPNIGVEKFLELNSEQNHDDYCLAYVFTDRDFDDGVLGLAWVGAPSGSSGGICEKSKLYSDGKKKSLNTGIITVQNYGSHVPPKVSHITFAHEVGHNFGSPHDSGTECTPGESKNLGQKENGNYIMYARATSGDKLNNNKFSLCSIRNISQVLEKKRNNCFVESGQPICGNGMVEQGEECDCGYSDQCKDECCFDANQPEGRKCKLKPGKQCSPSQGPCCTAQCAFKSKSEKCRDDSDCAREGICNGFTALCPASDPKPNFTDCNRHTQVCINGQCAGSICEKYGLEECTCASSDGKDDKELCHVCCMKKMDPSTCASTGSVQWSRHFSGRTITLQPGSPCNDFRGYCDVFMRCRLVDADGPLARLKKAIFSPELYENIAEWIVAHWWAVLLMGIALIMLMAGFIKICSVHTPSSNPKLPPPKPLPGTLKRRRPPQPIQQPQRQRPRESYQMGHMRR
Starred values were filed as active, the others as inactive; i = inactive; . = no result given.

SMILES | GC-A act | FXN GAA850 act | DAX1 inh-1 | hgDAF12 agonist | hcDAF-12 act | PG9 binder | ADAM17 inh | SMARCA2 act | ssDAF-12 act | DAX1 inh-2 | ADAM10 inh
COc1ccc(-n2nc(C(=O)NCC(=O)NCc3ccccc3OC)c3ccccc3c2=O)c(OC)c1 | -2 | 0.0 | -0.9 | -1.2 | -1.2 | 3.1 | -5 | 1 | -1.3 | 0.0 | -3
Cc1cc(NC(=O)CSc2nnnn2-c2ccccc2C)no1 | 2 | 4.4 | 1.8 | 4.5 | -1.1 | -0.8 | -2 | 1 | -0.9 | 0.4 | -13
COC(=O)c1ccc(/C=C/c2nc3ccccc3c(=O)[nH]2)cc1 | 1 | 5.0 | -0.2 | 3.0 | 0.2 | -1.5 | -1 | 2 | -0.5 | -0.2 | -4
Cc1ccc(C)c(C(=O)NC(C)c2ccc(-n3ccnc3)cc2)c1 (configuration not stated) | -4 | 1.3 | 0.1 | -1.1 | 0.3 | 0.2 | 1 | 1 | -1.0 | 0.7 | -3
Cc1ccc(C)c(S(=O)(=O)/N=C(/Nc2ccccc2)c2ccccc2)c1 | -11 | -1.3 | -1.3 | 2.0 | -1.1 | -1.2 | 0 | -6 | -1.5 | -2.0 | 10
Cc1ccc(C2N(c3ccccc3)C(=S)N3CCCN23)cc1 (configuration not stated) | -15 | 0.2 | -0.7 | 4.6 | -0.1 | -1.3 | -1 | -2 | -1.2 | 0.2 | -2
Cc1oc(C2CC2)cc1C(=O)O | 1 | 0.4 | 0.4 | -0.6 | 0.5 | 0.2 | -2 | -1 | -1.3 | -0.2 | 5
COc1cc(-c2cc(C(=O)NCc3ccc(S(N)(=O)=O)cc3)c3ccccc3n2)cc(OC)c1OC | 2 | -1.7 | -0.5 | -4.1 | -2.2 | 0.7 | -6 | -4 | -1.7 | -0.8 | -21
CN1/C(=C\C(=O)c2ccccc2Cl)c2ccccc2CC1(C)C | -1 | 1.6 | 0.1 | 1.1 | 1.6 | -1.1 | 0 | -3 | -1.4 | -0.1 | 0
COc1ccc(NC(=O)CSc2nnc(-c3ccccc3C)n2C)cc1 | -5 | -3.4 | 0.2 | 0.1 | -0.4 | -0.7 | -2 | 1 | -1.3 | 0.7 | 3
Brc1ccc(-c2noc(C3CCCCC3)n2)cc1 | 5 | 4.2 | -0.2 | -1.0 | -0.1 | -1.5 | 1 | 1 | -0.5 | -0.4 | -3
Cc1ccc(-c2noc(C3CCCN(C(=O)c4ccccc4Br)C3)n2)cc1 (configuration not stated) | 2 | 2.2 | -0.9 | -1.9 | -4.2 | -1.3 | 3 | -3 | -1.9 | -1.2 | 9
OC1(c2ccc(Cl)cc2)CN(c2ccccc2)C2=[N+]1CCS2 (configuration not stated) | -14 | 2.8 | 0.1 | -1.1 | -0.3 | 0.9 | 1 | 1 | -1.8 | -0.2 | 5
CCOC(=O)c1[nH]c2ccccc2c1CCCN1C(=O)c2ccccc2C1=O | . | 3.1 | -0.8 | -2.5 | -2.5 | 0.3 | -2 | -8 | -1.6 | -0.7 | 13
Cc1nn(CCO)c(C)c1Oc1ccccc1O | 1 | -0.4 | 0.5 | -1.3 | 0.2 | 1.3 | -2 | 0 | -1.0 | 0.1 | 7
Cc1cccn2c(=O)c3cc(C(=O)O)n(C)c3nc12 | -2 | 3.8 | 0.0 | 1.5 | 4.0 | 1.1 | -193 | -1 | 0.3 | 1.6 | i
COc1ccc(CNC(=O)N[C@H](C(=O)O)C(C)C)cc1OC | 1 | -0.4 | 0.3 | -0.5 | -0.9 | 0.8 | -7 | -5 | -1.6 | 0.0 | -10
COC(=O)[C@]12C[C@H](CC(=O)NCc3ccc(OC)c(OC)c3)C(=O)N(CCc3ccc(OC)c(OC)c3)C1=C[C@H](C(C)(C)C)O[C@@H]2C | 3 | . | -0.1 | -2.1 | -2.6 | -1.4 | 2 | -6 | -1.4 | . | -4
O=C(COC(=O)c1ccc([N+](=O)[O-])s1)Nc1ncc(C(F)(F)F)cc1Cl | -7 | 2.1 | -0.2 | -0.1 | 2.2 | -2.0 | -8 | 1 | -1.3 | -0.3 | -16
Cc1c(C(=O)N2CCN(C3CCS(=O)(=O)C3)CC2)oc2c(F)cccc12 (configuration not stated) | 2 | -2.1 | -0.1 | 0.3 | 0.0 | 0.6 | -4 | 2 | -0.4 | 0.9 | -9
Cc1ccc(C)n1-c1ccc(C(=O)Nc2ccccc2)cc1 | -5 | 4.8 | 1.2 | 4.9 | 1.1 | -3.1 | 2 | 3 | -0.7 | 0.2 | 2
O=C(NCC1COc2ccccc2O1)c1ccc(-n2cncn2)c([N+](=O)[O-])c1 (configuration not stated) | -7 | 1.9 | -0.3 | 0.1 | -1.9 | -0.4 | 1 | -2 | 0.0 | 0.5 | -8
CCN(c1ccccc1)S(=O)(=O)c1ccc(Oc2ccccc2)c(N)c1 | 0 | 1.7 | -2.2 | -1.4 | -1.2 | 2.7 | 5 | -3 | -1.3 | 0.0 | -7
CCCCCCCCN1C(=O)[C@H](CC(=O)NCc2ccc(OC)c(OC)c2)C[C@@]2(C(=O)OC)CCCCC=C12 | -1 | . | -1.4 | 0.3 | -1.5 | 0.4 | 2 | 1 | -0.3 | . | 6
O=C(Cc1cccc2ccccc12)NCC(=O)N1CCN(CC(=O)Nc2ccc(F)cc2)CC1 | 2 | 2.3 | -1.2 | -1.5 | -1.0 | 1.1 | 9 | -7 | -1.5 | 0.6 | 10
Cc1ccc(N2C(=O)c3ccccc3C2=O)cc1C | 3 | 0.0 | 0.1 | 3.2 | -0.7 | -1.1 | 0 | 3 | -1.2 | -1.2 | 1
CCN(CC)S(=O)(=O)c1ccc(C2CNC(=O)C2)cc1 (configuration not stated) | 4 | 3.6 | -0.9 | 0.8 | 2.8 | 0.4 | -5 | 2 | -1.3 | 4.1 | -5
CN(c1ccccc1)S(=O)(=O)c1cccc(C(=O)OCC(=O)NCc2ccco2)c1 | 2 | 1.7 | -0.9 | -0.2 | -0.9 | -1.0 | 2 | -3 | -1.4 | 0.8 | 5
CCOC(=O)c1oc2ccc(CNCCO)c(Cl)c2c1C | -23 | 3.9 | 2.8 | 7.8 | 6.1* | -0.8 | 1 | 5 | 0.1 | 2.0 | 1
Cc1cc(C)n(C(=O)c2c([N+](=O)[O-])cnn2C)n1 | 0 | 0.4 | 0.0 | -0.1 | -1.6 | -0.3 | -1 | 2 | -1.4 | 1.3 | 6
CCn1c(SCC(=O)N2CCc3ccccc3C2)nc2c1c(=O)n(C)c(=O)n2C | 0 | -1.4 | -0.3 | 4.7 | 1.0 | -1.9 | -2 | 0 | -1.3 | 0.6 | -5
CC1(C)Cc2c(cnn2-c2ccc(F)cc2)C(NC(=O)CN2CCCCC2=O)C1 (configuration not stated) | 0 | -1.4 | 1.9 | -1.1 | 0.1 | -1.8 | -6 | 0 | -0.4 | -0.3 | -14
CCOc1ccc(CCNC(=O)CN2C(=O)COc3ccc(S(=O)(=O)N4CCOCC4)cc32)cc1 | 4 | -0.7 | -0.8 | 0.3 | -1.5 | 0.7 | -1 | -2 | -1.2 | 0.6 | -4
C[C@H](NC(=O)c1ccc(Cl)cc1)C(=O)NCCc1ccc(S(N)(=O)=O)cc1 | 0 | 1.5 | 0.4 | -2.5 | 0.0 | -1.4 | -3 | -1 | -0.9 | 0.6 | -7
CCOc1ccc(NC(=S)NC(C)c2cccs2)cc1 (configuration not stated) | -2 | 1.6 | -0.4 | -1.2 | -2.8 | -0.1 | -2 | -1 | -2.3 | 1.1 | 2
COC(=O)C1C(C(C)C)N(c2ccccc2)OC1(C)O (configuration not stated) | 1 | -1.9 | -1.0 | 1.4 | 1.4 | -2.5 | -3 | 5 | -0.2 | 0.5 | -4
CCS(=O)(=O)N1CCC(C(=O)Nc2cccc(C(C)=O)c2)CC1 | -2 | -0.2 | 0.0 | -0.1 | -0.8 | -0.6 | -4 | -1 | -0.8 | 0.2 | 1
C/[N+]([O-])=C\C1C(=O)CCCC1=O | -1 | 0.4 | -0.1 | 3.1 | -0.4 | -1.6 | -1 | 0 | -0.3 | 2.0 | 5
O=C(NCCCc1ccccc1)[C@H](CO)NC1(C(=O)NCCc2c[nH]c3ccccc23)CCCCC1 | -8 | . | . | -0.5 | -2.3 | . | -3 | . | 0.3 | . | 0
CC1=C(C)CC(C(=O)NNC(=O)c2ccccc2O)C(C(=O)O)C1 (configuration not stated) | -1 | 1.6 | 1.8 | 4.3 | 2.0 | 2.3 | -42 | 2 | -0.1 | 0.6 | -108
C[C@@H]1CN(S(=O)(=O)C(C)(C)C)[C@H](CCO)/C1=C\CCO | 0 | . | -2.7 | -4.4 | -0.7 | -2.1 | -2 | -4 | -1.5 | . | -8
Cn1c(NN)nc2c1c(=O)n(Cc1ccccc1)c(=O)n2C | -4 | 4.2 | -0.5 | -0.6 | -1.5 | -4.4 | -4 | 1 | -0.5 | 2.4 | 2
Cc1ccc(S(=O)(=O)Nc2ccc(Cl)cc2O)cc1 | -2 | . | 3.0 | -2.5 | -1.2 | 0.6 | 0 | 2 | -1.4 | . | 4
Cc1ccccc1CNc1ncnc2cc(Cl)ccc12 | 4 | 0.9 | -0.8 | -1.8 | 1.3 | 90* | 0 | -3 | -0.4 | -0.4 | -5
Fc1ccc(N/N=C/c2ccc(N3CCOCC3)cc2)c(F)c1 | . | -0.5 | -0.4 | -3.7 | -1.4 | -0.7 | -4 | 0 | -1.1 | 3.3 | -14
CC(NC(=O)CCCc1c[nH]c2ccccc12)c1ccc(F)cc1 (configuration not stated) | -13 | -0.8 | -0.5 | 0.0 | 3.6 | 0.0 | -7 | 2 | 0.3 | 1.0 | -14
COc1ccc(CSc2nnc(C)n2N)cc1 | -1 | 0.4 | -0.3 | 1.4 | -0.4 | -2.7 | 1 | 2 | -1.2 | 0.3 | 16
CCOc1ccc(/C=N/NC(=O)CSc2ccccn2)cc1O | -5 | -0.8 | -0.8 | -0.2 | -1.3 | 0.8 | -2 | 2 | -1.2 | 0.2 | 1
Cc1ccc(-n2nc(C)c(/C=N/n3c(C)n[nH]c3=S)c2Cl)cc1 | 4 | 3.6 | -0.3 | -0.7 | -1.5 | 0.4 | -2 | -2 | -0.9 | 1.2 | 3
CC1(C)Cc2c(sc(/N=C/N3CCCC3)c2C#N)C(C)(C)N1 | 3 | 1.7 | 0.1 | -0.1 | -0.4 | -1.1 | 3 | -4 | -0.5 | 0.2 | 2
CC(C)(C)NC(=O)c1ccc2c(c1)N(CC(=O)N1CCCC1)C(=O)C(C)(C)O2 | 0 | 2.6 | -0.2 | -0.8 | -0.4 | 0.9 | -2 | 0 | -1.0 | -0.9 | 4
COc1ccc(NC(=O)C2CCCN(c3nc(C)cc(C)n3)C2)cc1 (configuration not stated) | -1 | -0.9 | -0.3 | -0.6 | -1.1 | 0.4 | -4 | -4 | -1.1 | 1.0 | -5

Single values from the results shown.
C[C@@H]1CN(S(=O)(=O)C(C)(C)C)[C@H](CCO)/C1=C\CCO in hcDAF-12 act is entered as -0.7
Cc1ccc(-n2nc(C)c(/C=N/n3c(C)n[nH]c3=S)c2Cl)cc1 in hcDAF-12 act is entered as -1.5
